STAT1 inh = STAT1 signaling inhibitors, primary screen, cell-based, HTS, luciferase reporter. NIH 3T3 STAT1-luciferase reporter, IFN-gamma, luminescence. inhibition, % at 5.5 µM. hit rate 0.35% among 200,000. AID 920, 2007;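 active = inhibition above a set limit, the mean inhibition across all tested compounds plus 3 SD, cut at about 34% in these data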;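 also: 0% = IFN-gamma with DMSO and 100% = IFN-gamma with 300 µM nifuroxazide; values of inactives mirror those of a sister screen read the other way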
NF-kB expr up = activators of NF-kB expression in neurons, primary screen, cell-based, HTS | human neuronal cells, NF-kB reporter expression; active compounds read high | fold change at 12.5 µM | hit rate 1.6% among 190,000 | AID 1239, 2008; in the data active = fold change above about 3.3
STAT1 act = STAT1 signaling activators, primary screen, cell-based, HTS, luciferase reporter. NIH 3T3 STAT1-luciferase reporter, IFN-gamma, luminescence; 100% = IFN-gamma alone, no compound. activation (% of control), % at 5.5 µM. hit rate 2.6% among 200,000;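 active = activation above the screen-wide mean activation plus 3 SD, cut at about 130% in these data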;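 also: raw ratio to IFN-gamma control signal so 100% means no change and 0% no light; values of inactives mirror those of a sister screen read the other way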
FLuc stim CS = FLuc activators, initial screening, artefact control for FLuc-dependent activation tests, biochemical, ATPlite luminescence. ATPlite luciferase biochemical, 10 min; 0 = ATP-free wells, 1 = DMSO control. activation factor at 10 µM. 200,000 tested, under 10 active;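 active = luciferase activation factor, scaled between plate controls, of at least 2 with compound at 10 µM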
Target sequence (P08659 whole entry, looked up): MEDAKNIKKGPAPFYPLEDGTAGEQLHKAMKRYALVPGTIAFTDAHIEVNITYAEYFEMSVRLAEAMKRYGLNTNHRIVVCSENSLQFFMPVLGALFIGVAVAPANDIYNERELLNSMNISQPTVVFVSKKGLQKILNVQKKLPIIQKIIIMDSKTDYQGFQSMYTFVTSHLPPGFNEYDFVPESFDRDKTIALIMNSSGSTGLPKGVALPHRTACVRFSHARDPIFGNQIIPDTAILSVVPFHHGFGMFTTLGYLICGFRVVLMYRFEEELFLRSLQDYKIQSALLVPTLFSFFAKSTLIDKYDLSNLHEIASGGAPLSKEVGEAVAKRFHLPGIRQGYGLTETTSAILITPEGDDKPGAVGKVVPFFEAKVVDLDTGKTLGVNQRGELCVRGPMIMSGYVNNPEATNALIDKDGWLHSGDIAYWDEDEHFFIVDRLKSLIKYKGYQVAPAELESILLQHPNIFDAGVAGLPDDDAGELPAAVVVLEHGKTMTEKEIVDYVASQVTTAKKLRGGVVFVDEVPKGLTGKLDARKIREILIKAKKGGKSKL
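assay system = Luciferase/luciferin detection reagent, cell-free biochemical luciferase assay | also added = ATP substrate | times = 10 min post-reagent at room temperature | measured by = luminescence from luciferase reaction | measure = luciferase activation, seen as luminescence increase over controls | benchmarks = low control with PBS replacing ATP, high control enzyme plus ATP without compound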
ROMK primary = ROMK potassium channel modulators, primary screen, cell-based, thallium flux, MLSMR library. AID 1918, 2009. hit rate 2% among 130,000. B-score at 10 µM. Tet-inducible ROMK, thallium flux fluorescence; actives lie on both sides. ATP-sensitive inward rectifier potassium channel 1 (Homo sapiens), P48048;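 active = signal ratio slope over the read window, or its plate-corrected B-score, at least 3 SD from the plate mean, either direction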;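 also: B-score of the F/F0 ratio slope over 7 to 12 s after thallium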
Target sequence (P48048 whole entry, looked up): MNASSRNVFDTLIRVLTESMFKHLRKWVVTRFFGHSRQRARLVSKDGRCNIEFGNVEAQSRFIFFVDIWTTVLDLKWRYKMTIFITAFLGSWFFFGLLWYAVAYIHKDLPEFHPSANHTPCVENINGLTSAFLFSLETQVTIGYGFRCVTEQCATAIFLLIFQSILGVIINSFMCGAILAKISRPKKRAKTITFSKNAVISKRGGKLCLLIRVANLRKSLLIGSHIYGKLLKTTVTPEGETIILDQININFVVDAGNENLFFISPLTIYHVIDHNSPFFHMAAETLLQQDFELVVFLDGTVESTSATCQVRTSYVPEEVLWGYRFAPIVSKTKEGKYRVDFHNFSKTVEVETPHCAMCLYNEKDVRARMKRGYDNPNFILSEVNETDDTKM
FLuc inh counter = firefly luciferase enzyme inhibitors, primary screen, artefact control for luciferase-based inhibitor screens, biochemical, luminescence, ATPLite; 10 min; inhibition, % at 10 µM; hit rate 1.5% among 200,000;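 active = inhibition above about 50% when tested at 10 µM, limit read from the data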
APP transl inh = inhibitors of APP translation via 5'UTR reporter, primary screen, APP 5'UTR luciferase, SH-SY5Y cells | SH-SY5Y APP 5'UTR-luciferase reporter, luminescence | inhibition, % at 2 µM | hit rate 0.82% among 190,000;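 active = inhibition above a set limit, derived from the sample mean plus 3 SD, cut at about 45% in these data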; also: values of inactives mirror those of a sister screen read the other way
APP 5'UTR act = activators of APP 5'UTR luciferase reporter, primary screen, SH-SY5Y cells; SH-SY5Y APP 5'UTR luciferase reporter, luminescence; zero percent = DMSO vehicle wells; activation, % at 2 µM; hit rate 1% among 190,000;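 active = activation above a set limit, based on mean plus 3 SD of controls, cut at about 140% in these data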; also: values of inactives mirror those of a sister screen read the other way
STAT3 blocker = IL-6 driven STAT3 reporter inhibitors, primary screen, U3A cells, luciferase, luminescence, MLSCN library. inhibition, % at 5.5 µM. hit rate 0.89% among 190,000. IL-6 STAT3-luciferase reporter; host cell line lacks STAT1;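 active = inhibition above the mean inhibition across all screened compounds plus 3 SD, cut at about 44% in these data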;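 also: 0% = DMSO only wells and 100% = 100 µM nifuroxazide control wells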
STAT3 activator = IL-6 driven STAT3 reporter potentiators, primary screen, U3A cells, luciferase, luminescence, MLSCN library | IL-6 STAT3-luciferase reporter; 100% = signal with IL-6 EC80 alone | activation (% of control), % at 5.6 µM | hit rate 0.91% among 190,000 | AID 871, 2007;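 active = activation above the screen-wide mean of compound activation plus 3 SD, cut at about 130% in these data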;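 also: 0% = background luminescence of wells with medium and substrate only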
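system = STAT3-luciferase reporter U3A cells | reagent = IL-6 stimulus at 33 ng/mL final | timing = 1 h compound pre-exposure, 6 h IL-6 stimulation, 37 °C | measured by = luminescence | evaluation = % activation versus median of IL-6-stimulated wells | control set = IL-6-only wells as 100% reference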
* = called active by the depositor; · = not tested or not shown.

SMILES | STAT1 inh | NF-kB expr up | STAT1 act | FLuc stim CS | ROMK primary | FLuc inh counter | APP transl inh | APP 5'UTR act | STAT3 blocker | STAT3 activator
O=C(CSc1nc(N2CCCCC2)nc(N2CCCCC2)n1)N1CCc2ccccc21 | -10 | 1.3 | 109 | 1.1 | · | -5 | -21 | 21 | -5 | 106
O=C(c1ccccn1)N(CC1CCCO1)C1(C(=O)NC2CCCCC2)CCCCC1 (configuration not stated) | 8 | 0.92 | 92 | 1 | -0.022 | -3 | 4 | -4 | 3 | 99
O=C(NCCCN1CCOCC1)c1cc2ccccc2o1 | -2 | 1.3 | 102 | 1 | 1 | -4 | -16 | 16 | 0 | 100
Oc1ccccc1C=NC1=NN(c2cccc(C(F)(F)F)c2)CC1 | 7 | 1.2 | 93 | 1.1 | 2e-05 | -7 | -7 | 7 | 2 | 99
CCOC(=O)Cc1nn(C(C)C)c(=O)c2ccccc12 | 8 | 1.1 | 91 | 1 | 0.12 | -1 | -7 | 7 | -2 | 106
Cc1ccc(C)c(NC(=O)COC(=O)CNC(=O)c2ccccc2Cl)c1 | -13 | 1.3 | 111 | 1 | · | -2 | -8 | 8 | -9 | 112
O=C(COc1ccccc1/C=C\c1nc(O)c([N+](=O)[O-])c(=O)[nH]1)Nc1ccccc1 | -9 | 1.4 | 107 | 0.9 | 0.58 | 5 | -23 | 23 | 2 | 102
O=C1CCCN1CCCNS(=O)(=O)c1cccc(F)c1 | 3 | 1 | 97 | 1 | -0.067 | 0 | 2 | -2 | 0 | 102
COc1ccc(NC(=S)NC(NC(=O)c2cccc3ccccc23)C(Cl)(Cl)Cl)c([N+](=O)[O-])c1 (configuration not stated) | -9 | 1 | 109 | 1.1 | 0.82 | -8 | 11 | -11 | 15 | 92
O=S(=O)(CCN1CCN(C(c2ccccc2)c2ccccc2)CC1)C(F)(F)F | 9 | 1.1 | 92 | 1.1 | · | -6 | 0 | 0 | 16 | 91
CCOc1ccccc1NC(=O)CN(c1cc(C)cc(C)c1)S(=O)(=O)c1c(C)noc1C | -2 | 0.97 | 102 | 1.1 | · | -8 | -18 | 18 | 8 | 101
O=C(NCc1ccccc1)c1ccc(Oc2ccc(C(=O)NCc3ccccc3)cc2)cc1 | 5 | 0.88 | 95 | 1.1 | -0.057 | -6 | 16 | -16 | 28 | 81
CCCN1C(=O)/C(=C/c2nc3ccccc3c(=O)[nH]2)c2ccccc21 | -2 | 0.76 | 102 | 1.1 | · | -6 | -5 | 5 | 0 | 102
O=C(CCN1C(=O)C2CC=C(Cl)CC2C1=O)NCc1ccco1 (configuration not stated) | 6 | 1.1 | 95 | 1 | · | -4 | 7 | -7 | 11 | 95
Nc1nc(-c2ccccc2)nc(-c2ccccc2O)n1 | 3 | · | 97 | · | · | · | -12 | 12 | -42 | 139*

An excerpt from above, limited to STAT1 inh and STAT3 activator.
mol | STAT1 inh | STAT3 activator
O=S(=O)(CCN1CCN(C(c2ccccc2)c2ccccc2)CC1)C(F)(F)F | 9 | 91
CCOc1ccccc1NC(=O)CN(c1cc(C)cc(C)c1)S(=O)(=O)c1c(C)noc1C | -2 | 101
O=C(NCc1ccccc1)c1ccc(Oc2ccc(C(=O)NCc3ccccc3)cc2)cc1 | 5 | 81
CCCN1C(=O)/C(=C/c2nc3ccccc3c(=O)[nH]2)c2ccccc21 | -2 | 102
O=C(CCN1C(=O)C2CC=C(Cl)CC2C1=O)NCc1ccco1 (configuration not stated) | 6 | 95
Nc1nc(-c2ccccc2)nc(-c2ccccc2O)n1 | 3 | 139*

(listing goes on)
SMILES | STAT1 inh | NF-kB expr up | STAT1 act | FLuc stim CS | ROMK primary | FLuc inh counter | APP transl inh | APP 5'UTR act | STAT3 blocker | STAT3 activator
CC(=O)c1c(C)[nH]c(C(=O)OCCOc2ccccc2)c1C | 50* | 2.5 | 53 | 0.7 | -0.21 | 30 | -212 | 212* | 84* | 31
Cc1cccc(Cn2c(O)c(N=NC(=S)Nc3ccccc3F)c3ccccc32)c1 | -9 | 0.81 | 107 | 1.1 | -0.36 | -6 | 32 | -32 | 14 | 97
CN1C(=O)CC(C(=O)O)SC1=Nc1cc(Cl)cc(Cl)c1 (configuration not stated) | 5 | 1.1 | 98 | 1 | 0.19 | -2 | -18 | 18 | -8 | 105
CN(CC(=O)OCC(=O)NCc1ccccc1)S(=O)(=O)c1ccc(Cl)cc1 | -2 | 0.98 | 102 | 1 | -0.097 | -3 | -18 | 18 | 0 | 104
c1ccc(Cn2c(-c3cccs3)nc3nc4ccccc4nc32)cc1 | -7 | 0.65 | 106 | 1 | · | 0 | -5 | 5 | 20 | 89
Cc1ccc(C=C2C(=O)c3ccccc3C2=O)s1 | -12 | 1.2 | 111 | 0.3 | -1.5 | 75* | -26 | 26 | -21 | 121
C=CCNC(=S)NN(c1ccccc1)c1ccccc1 | -2 | 0.73 | 102 | 1.1 | 1.4 | -6 | -21 | 21 | 7 | 102
O=C(NCc1cccnc1)c1ccc(Cl)cc1[N+](=O)[O-] | 12 | 1.1 | 90 | 1 | · | -3 | -19 | 19 | 6 | 103
CCn1c(=O)n(CC(=O)NC2CCCC(C)C2C)c(=O)c2ccccc21 (configuration not stated) | -5 | 1.4 | 105 | 1 | -0.064 | -3 | -3 | 3 | -8 | 109
NS(=O)(=O)c1ccc(CCNc2cc(=O)n(Cc3ccc(F)cc3)c(=O)[nH]2)cc1 | 7 | 0.94 | 95 | 1.1 | · | -6 | -15 | 15 | 17 | 91
COC(=O)C1=C(C)N=c2s/c(=C/c3cccs3)c(=O)n2C1c1cccs1 (configuration not stated) | 0 | 0.99 | 100 | 1 | 0.025 | -4 | -4 | 4 | 15 | 90
CCOC(=O)Nc1n[nH]c(NC(=O)OCC)c1[N+](=O)[O-] | -6 | 1.8 | 105 | 1 | 0.085 | -3 | 13 | -13 | 11 | 101
CCC(C)Nc1nc2c(c(=O)n(C)c(=O)n2C)n1Cc1ccc(F)cc1 (configuration not stated) | 14 | 1 | 87 | 1 | · | -4 | 3 | -3 | 1 | 103
COc1ccc(-c2nnn(CC(=O)c3ccccc3)n2)cc1OC | 3 | 0.93 | 98 | 1 | 0.42 | 0 | 2 | -2 | 0 | 103
O=C(O)c1cccc(N2C(=O)C3CC=C(Cl)CC3C2=O)c1 (configuration not stated) | 4 | 0.93 | 96 | 1.1 | · | -6 | -9 | 9 | 7 | 98

Marked active in STAT3 activator (from the list above):
smiles,STAT1 inh,NF-kB expr up,STAT1 act,FLuc stim CS,ROMK primary,APP transl inh,APP 5'UTR act,STAT3 activator
Nc1nc(-c2ccccc2)nc(-c2ccccc2O)n1,3,·,97,·,·,-12,12,139*

Continuation:
SMILES | STAT1 inh | NF-kB expr up | STAT1 act | FLuc stim CS | ROMK primary | FLuc inh counter | APP transl inh | APP 5'UTR act | STAT3 blocker | STAT3 activator
O=C(NCC(c1ccco1)N1CCCCC1)c1ccc(OCc2ccccc2)cc1 (configuration not stated) | 6 | · | 93 | 1 | -3.2* | -4 | -11 | 11 | 6 | 99
O=C(NCc1cccs1)c1cccc(N2CCCC2=O)c1 | 3 | 1.6 | 98 | 1 | 0.29 | 0 | -3 | 3 | 3 | 99
COc1ccc(N2CCN(C(=O)CSc3nnc4ncccn34)CC2)cc1 | 5 | 1.8 | 96 | 1 | · | -3 | 0 | 0 | 9 | 98
CCc1ccc(-c2cc(C(=O)N3N=C(C(F)F)CC3(O)C(F)F)c3ccccc3n2)cc1 (configuration not stated) | -5 | 1.1 | 104 | 0.6 | · | 35 | -28 | 28 | 0 | 104
C/C(=N/NC(=O)CNc1ccc(C)cc1)c1ccc(Br)s1 | -5 | 1.1 | 108 | 1 | · | 4 | 0 | 0 | 8 | 101
Cc1ccc(SCCC(=O)Nc2ccccc2C(=O)N2CCOCC2)cc1 | -1 | 1.2 | 101 | 1.1 | -0.51 | -6 | 12 | -12 | 0 | 103
CCC(C)C(=O)Nc1nc(C)c(-c2csc(Nc3cc(Cl)ccc3OC)n2)s1 (configuration not stated) | -6 | 0.91 | 106 | 1.1 | · | -10 | -19 | 19 | 12 | 93
CCCCCCC(=O)Nc1nc(C)c(-c2csc(Nc3cccc(OC)c3)n2)s1 | -12 | 1 | 111 | 1.1 | · | -11 | -6 | 6 | 5 | 100
O=C(NCCc1nc2ccccc2[nH]1)/C(=C/c1ccc2c(c1)OCO2)NC(=O)c1ccccc1Cl | 0 | 1.1 | 100 | 1 | 1.2 | -3 | 6 | -6 | 2 | 98
Cc1ccc(S(=O)(=O)/N=C(/c2ccccc2)N2CCOCC2)cc1 | 3 | · | 98 | 1 | -0.54 | -4 | -3 | 3 | 6 | 100
O=S(=O)(c1ccc(Cl)cc1)N1CCC(N2CCOCC2)CC1 | 8 | 0.99 | 91 | 1.1 | -0.031 | -6 | · | · | 2 | 99
Cc1nnc2n(Cc3ccccc3)c(=O)c3c4c(sc3n12)COC(C(C)C)C4 (configuration not stated) | -2 | 0.76 | 102 | 1 | 0.57 | -1 | -7 | 7 | 2 | 101
C=CCn1c(SCc2ccc(Cl)c(Cl)c2)nnc1C(CO)NC(=O)c1ccc(OC)cc1 (configuration not stated) | 1 | 0.88 | 99 | 1 | -1.3 | 0 | -13 | 13 | 7 | 97
CCc1ccc(CNCCSc2nnnn2C)cc1 | 8 | 0.89 | 93 | 1 | -0.77 | -5 | 19 | -19 | 4 | 96
C/C=C/c1ccc(OCCCNC)c(OC)c1 | -3 | 0.98 | 101 | 1 | -1.4 | -1 | · | · | 1 | 100
CCc1nccn1C(=O)c1cnn2c(C(F)F)cc(-c3ccccc3)nc12 | -3 | 1.1 | 103 | 1.1 | 0.007 | -10 | 1 | -1 | 18 | 89
CCC(=O)Nc1cccc(NC(=O)c2cccc([N+](=O)[O-])c2C)c1 | 4 | 0.91 | 96 | 1 | · | -2 | 23 | -23 | -7 | 105
COc1ccc(-c2noc(COc3ccccc3OC)n2)cc1OC | -4 | 1.5 | 105 | 1 | · | -4 | -35 | 35 | 1 | 99
COc1ccccc1Nc1nc(C2(C)CCC(=O)O2)cs1 (configuration not stated) | -7 | 1.4 | 106 | 1 | · | 2 | -13 | 13 | -13 | 115
CN1CCN(C(=O)c2ccccc2NC(=O)C(C)(C)C)CC1 | -1 | 0.98 | 107 | 1.1 | · | -5 | 10 | -10 | -2 | 105
Cc1cc(NC(=O)c2ccc(N3CCCC3)c([N+](=O)[O-])c2)no1 | -6 | 1 | 105 | 1 | 0.46 | -3 | -5 | 5 | 15 | 91
O=c1/c(=C/c2ccccn2)sc2nc3ccccc3n12 | -92 | 4.8* | 184* | 0.2 | 0.29 | 76* | -66 | 66 | -13 | 116
Cc1cccc(NC(=O)CC2Nc3cccc4cccc(c34)NC2=O)c1 (configuration not stated) | 11 | 0.7 | 90 | 1 | · | -2 | 1 | -1 | -5 | 115
